# Pf growth 48h = Primary qHTS for delayed death inhibitors of the malarial parasite plastid, 48 hour incubation; P. falciparum luciferase growth in erythrocytes, 48 h; Potency, µM (highest dose often 28.7 µM), without a hit: at the top dose activity change, negative = inhibition, most hits filed as inhibitors; actives 5.9% (n = 310,000); AID 504832, 2011; further: potency means the concentration at half of the fitted maximal effect; on the % scale 0 is the no-effect control and ±100 the full control effect
#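 In quantitative HTS format, infected erythrocytes bearing luciferase-reporter parasites were treated for a single generation at 37 C. Luminescence after adding detection reagent served as the growth measure.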
# Cycloheximide cs = Cycloheximide Counterscreen for Small Molecule Inhibitors of Shiga Toxin | actives 12% (n = 300,000) | max response, % | cell reporter, cycloheximide protein synthesis inhibition counterscreen; in the data active means max response mostly above about 13%, no sharp cut-off; inactive means mostly below about 14%; further: read at 38.3 µM for the half of the compounds with a filed dose; 0% is about no effect
# Shiga toxin inh = A qHTS for Small Molecule Inhibitors of Shiga Toxin; Vero cells, Shiga toxin protein synthesis inhibition reporter; inhibition, % at 38.7 µM; actives 9.2% (n = 290,000); AID 2315, 2010; in the data active means inhibition mostly above about 28%, no sharp cut-off; inactive means mostly below about 43%; further: 0% is about no effect
# HCV inh = qHTS Assay for Inhibitors of Hepatitis C Virus (HCV); Huh7.5.1 HCVcc-Cre infection, luciferase reporter, 44 h; Potency, µM (titrated, usually from 41.8 µM), without a hit: at the top dose activity change, negative = inhibition, hits mostly inhibitors; actives 3.4% (n = 340,000); AID 651820, 2012; further: potency means the concentration at half of the fitted maximal effect; on the % scale 0 is the no-effect control and ±100 the full control effect
#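 After 44 h co-culture of compound, cells and HCVcc-Cre (~0.5 moi), substrate is added for 15 min at room temperature and luciferase measured over 15 sec. Cells were seeded at 1,000/well and pre-cultured 4 h.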
# Giardia FBPA inh = qHTS Assay for Inhibitors of Fructose-1,6-bisphosphate Aldolase from Giardia Lamblia; A8B2U2; purified Giardia FBPA; Potency, µM (series often up to 59.6 µM), for inactives: top-dose activity, negative = inhibition, most hits filed as inhibitors; actives 0.71% (n = 290,000); further: potency means the concentration at half of the fitted maximal effect; on the % scale 0 is the no-effect control and ±100 the full control effect; nearly all actives have a fitted effect of over 55% in size
# Target sequence (A8B2U2 whole entry, looked up): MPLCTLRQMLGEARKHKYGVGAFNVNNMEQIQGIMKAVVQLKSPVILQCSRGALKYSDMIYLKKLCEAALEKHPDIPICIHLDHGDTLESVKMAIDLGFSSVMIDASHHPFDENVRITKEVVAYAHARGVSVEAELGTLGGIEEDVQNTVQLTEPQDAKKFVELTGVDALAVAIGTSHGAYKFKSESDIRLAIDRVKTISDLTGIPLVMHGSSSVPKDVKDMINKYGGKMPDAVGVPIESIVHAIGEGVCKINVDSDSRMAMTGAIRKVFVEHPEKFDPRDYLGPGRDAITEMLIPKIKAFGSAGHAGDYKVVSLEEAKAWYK
#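 40 nM FBPA preincubated 10 min at RT with compound (up to 57.5 uM final), then substrate plus GAPDH/TPI/NAD/arsenate coupling and diaphorase/resazurin added. Fluorescence read after 20 min at RT, 525/598 nm.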
# Pf growth 96h = Primary qHTS for delayed death inhibitors of the malarial parasite plastid, 96 hour incubation | P. falciparum luciferase reporter growth, 96 h | Potency, µM (series often up to 28.7 µM), inactives show at the highest dose activity change, negative = inhibition, most hits filed as inhibitors | actives 6.9% (n = 320,000); further: potency means the concentration at half of the fitted maximal effect; on the % scale 0 is the no-effect control and ±100 the full control effect
#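 Readout is luminescence from an integrated firefly luciferase in P. falciparum. Red cells, 2% hematocrit and 0.05% parasitemia final, were cultured with compound through two parasite generations (96 hours) at 37 C, 5% CO2.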
# Starred values were filed as active, the others as inactive; ? = inconclusive; . = no result given; & = joins results of further samples; [ ] = dose if it differs, or a comment. Unless noted, the call rests on the fitted dose curve; in most records, active means well fitted curve in the direction sought with a large enough effect; inconclusive means small, poorly fitted or top-dose-only effect, or another doubt; inactive means no such curve, though single readings can be large; an effect the other way counts as inactive or inconclusive. Outcome played no part in choosing rows. Share with any hit: about 24%.
SMILES,Pf growth 48h,Cycloheximide cs,Shiga toxin inh,HCV inh,Giardia FBPA inh,Pf growth 96h
CC1CC(C)CN(C(=O)Cn2c(=O)n(CCCC(=O)NCc3ccco3)c(=O)c3sccc32)C1 (configuration not stated),9%,-3,-12,-1%,7%,-18%
Cc1ccc(N(C)C2=NC(=O)CS2)cc1Cl,2.1µM*,-2,.,33%[activator],-3%,?
CCOCC(=O)Nc1cc(C(=O)NCCc2ccccc2)ccc1Cl,108%[activator],42*,43*,13%,-1%,79%[activator]
COc1ccc(NC(=O)C(C)N=C2NS(=O)(=O)c3ccccc32)cc1S(N)(=O)=O (configuration not stated),-5%,.,.,?,.,9%
O=C1[C@H]2[C@@H](c3ccc(F)cc3)N3C(=O)N(c4ccc(C(F)(F)F)cc4)C(=O)[C@@]3(Cc3ccccc3)[C@H]2C(=O)N1C1CCCCC1,4.7µM*,.,.,?,.,5.2µM*
COC(=O)Nc1nc(-c2ccccc2)c(C(=O)c2ccc(Cl)cc2)s1,-12%,-2,-1,?,7%,.
CN(C)CC(O)CN1C(=O)NC(C)(C)C1=O (configuration not stated),12%,-2,-5,-5%,-1%,2.1µM*
O=c1c([N+](=O)[O-])c(N2CCCCC2)c2ccccc2n1-c1ccccc1,.,-1,-21,8%,10%,?
COc1ccc(-n2c(SCC(=O)N3CCCC3)nc3ccccc3c2=O)cc1,40%[activator],-2,-2,.,7%,65%
COC(=O)[C@@]1(Cc2ccc(F)cc2)[C@@H]2[C@@H](CC(=O)[C@H]2CC(=O)C(=O)N(C)C)CN1C(=O)c1ccccc1,-23%,-4,-3,0%[8.37 µM],-12%&-3%,9.3µM*
COc1cc(OC)c(C(=O)OCC(=O)NC2CCCC2)cc1OC,-7%,12,-11,-1%,-9%,25%
C/C(N)=C(/C#N)C(=O)COC(=O)c1ccccc1Oc1ccccc1,-14%,3,9,8%,-1%,57%[activator]
COc1cc2c(=O)n(CCC(=O)NCC3CCCO3)c(=O)n(CC(=O)Nc3ccc(C)cc3)c2cc1OC (configuration not stated),2%,-5,-8,-16%,-3%,-23%
Cc1ccnc(NS(=O)(=O)c2cc([N+](=O)[O-])ccc2C)c1,0%,4,3,3%,-1%,1%
C=CCC(C(=O)OC)(C(=O)OC)c1ccc([N+](=O)[O-])cn1,4%,-4,21,19%,0%,0%
COc1ccc(NC(=O)Cn2c(C(C)C)nc(C)cc2=O)cc1Cl,?,-3,-14,9%,9%,-13%
CN1/C(=C/C=C(/C#N)C(N)=O)C(C)(C)c2ccccc21,?,-4,-13,?,-6%,?
COc1ccc2nc(SCC(=O)NC(C)C)[nH]c2c1,0%,7,-4,16%,-11%,0%
CC(C)CC(CSc1ccc(Br)cc1)N1CCN(CCc2ccccc2)CCC1=O (configuration not stated),.,29*,49*,.,1%,.
CCCOc1ccc(C2Nc3cccc4cccc(c34)N2)cc1,?,13,33,?,-13%,?
Cc1ccc(C)c(C(=O)CSc2nc(C)cc(=O)[nH]2)c1,0%,-1,-10,-2%,-24%,14%
CCN(CC)S(=O)(=O)c1ccc(Cl)c(C(=O)NC)c1,16%,-2,-10,15%,3%,-15%
CCOC(=O)N1CCC(n2c(SCC(=O)c3ccccc3)nc3ccsc3c2=O)CC1,?,-4,-12,?,1%,?
Oc1ccc2[nH]cc(CCCCN3CC=C(c4ccccc4)CC3)c2c1,4.3µM*,.,.,.,-7%,4.3µM*
CCc1nnc(NS(=O)(=O)c2ccc(NC(=O)CCC(=O)OC)cc2)s1,0%,0,-11,20%,-19%,?
CN1CCN(S(=O)(=O)c2ccc(Nc3cccc(Cl)c3)c([N+](=O)[O-])c2)CC1,?,.,.,?,.,?
C=CCN(CC=C)C(=O)C1CCN(Cc2ccc(OCc3ccccc3)cc2)CC1,?,18*,.,?,?,26%
CCOC(=O)c1ccc(N2CCOCC2)c(NC(=O)c2ccc3c(c2)OCO3)c1,?,-1,-4,1%,4%,?
COc1ccc2c(c1)C(C1C(=O)CCCC1=O)c1ccccc1O2 (configuration not stated),-13%,-4,-16,0%,5%,?
COc1ccnc(N=CNOCc2ccc(C)cc2)c1C#N,.,-2,22,-6%,0%,-14%
Cc1ccccc1CN1CCN(CC(=O)NCc2ccccc2)C1=O,-7%,0,-7,4%,11%,42%[activator]
CCOC(=O)n1c(=O)n(Cc2ccc(Cl)c(Cl)c2)c2ccccc21,?,-3,-12,?,-2%,?
O=C(c1cnc2n(c1=O)CCS2)N1CCc2ccccc21,22%,21,-15,5%,-5%,-3%
Cc1cc(Br)ccc1SCC(=O)NCC(c1ccco1)N1CCCCC1 (configuration not stated),?,.,.,-6%,.,?
CCn1c(CSc2nc3ccccc3s2)nnc1SCC(=O)c1ccc2c(c1)OCCO2,-18%,14,26,-25%,4%,?
COCCn1c(SCc2ccc(OC)c(F)c2)nnc1-c1ccncc1,0%,-3,5,-5%,15%,-5%
CC1CCCN(c2ccc3nncn3n2)C1 (configuration not stated),.,-5,-8,3%,-10%,12%
COc1ccc(CCn2c(C)cc(C(=O)CSc3nc(N)cc(=O)[nH]3)c2C)cc1,?,-2,-16,11µM*,-12%,9.3µM*
COc1cc(C(C)=O)ccc1OCC(O)CNCC(O)c1ccccc1 (configuration not stated),.,3,-5,-12%,?,-8%
Cc1ccc(Cl)cc1N1CCN(C(=O)c2ccc(CN3CCOCC3)cc2)CC1,?,-6,-17,25µM*,0%,-20%
CCC(C)c1ccc(NC(=S)NN2CCOCC2)cc1 (configuration not stated),79%[activator],42*,87*,19%,-17%,?
COC(=O)C1=C(C)Nc2nc3ccccc3n2C1c1ccccc1F (configuration not stated),?,-3,-11,-7%,0%,?
Cc1cc2ncn(/N=C/c3ccc(-c4ccccc4)o3)c2cc1C,16%,7,-3,-4%,-1%,4%
CC1Cc2ccccc2N1C(=O)CSc1nnc(Cn2nnc3ccccc32)n1C (configuration not stated),0%,2,-7,-22%,1%,?
CSc1ccccc1C(=O)NCc1ccc2c(c1)OCO2,-7%,7,14,18%,20%,.
CC1CCCN(C(=O)COC(=O)CNC(=O)c2ccc(Br)cc2)C1 (configuration not stated),-2%,.,.,18%,.,2%
CCNC(=S)N(CCc1ccc(S(N)(=O)=O)cc1)C1CC(=O)N(c2ccccc2)C1=O (configuration not stated),?,1,2,-4%,-18%,10µM*
CN(C)CC(C)(C)CNS(=O)(=O)c1cccc(Cl)c1Cl,.,-2,-21,15%,-1%,20%
CC1Sc2ccc(S(=O)(=O)N3CCC(C(=O)NCC(C)c4ccccc4)CC3)cc2NC1=O (configuration not stated),?,-2,0,11µM*,.,-27%
COC(=O)C1=C(Cn2cnc3ccccc32)NC(=O)NC1c1cc(C)ccc1C (configuration not stated),?,-3,13,-16%,10%,?

# Next section
SMILES,Pf growth 48h,Cycloheximide cs,Shiga toxin inh,HCV inh,Giardia FBPA inh,Pf growth 96h
C=C1CCC[C@]2(C)C[C@H]3OC(=O)C(CN(C)CC(OC)OC)[C@H]3CC12 (some centres not stated),0%,-4,-4,-23%,-10%,?
O=c1c2ccccc2nc(/C=C/c2ccccc2O)n1-c1ccccc1O,?,13,23,.,-3%,?
CCN1C(=O)[C@H]2[C@@H](c3ccc(-c4ccc(C(C)=O)cc4)cc3)N3CCCC[C@@]3(C(=O)OC)[C@H]2C1=O,?,.,.,9%,.,12µM*
CCSc1nnc(-c2c[nH]c3ccccc23)o1,49%[activator],44*,88*,?,-1%,-27%
O=C(CSc1nc(O)c(C(c2ccccc2)c2ccccc2)c(=O)[nH]1)N1CCOCC1,14%,-3,-9,2%,22%,?
CCN(CC)CCCN1C(=O)c2oc3ccccc3c(=O)c2C1c1cc(OC)ccc1OC (configuration not stated),?,0,-11,-1%,-13%,2%
CCCN(CCC)CCNC(=O)CCC(=O)Nc1ccc2nc(N3CCOCC3)cc(C)c2c1,63%[activator],40*,75*,?,-7%,?
COCO[C@H]([C@@H](C)C=C(Br)Br)[C@@H](C)COCc1ccc(OC)cc1,.,13,8,.,1%,.
O=C(O)CCCNc1cc(N2CCC3(CC2)OCCO3)c2noc3c2c1C(=O)c1ccccc1-3,?,24*,54*,.,?,-24%
Cc1ccc(-c2nnc(CSc3nnc(C)s3)o2)cc1,93%[activator],33*,80,11%,1%,.
COc1ccc(Cl)cc1N(CC(=O)NCCSCc1ccccc1)S(C)(=O)=O,-7%,1,.,-17%,5%,-29%
COc1cc(C(=O)NC2=C(C#N)CCC2)cc(OC)c1OC,-11%,-1,-11,?,4%,20%
O=C(c1ccc(COc2ccccc2Br)cc1)N1CCCCCC1,?,31*,60*,?,-1%,-1%
Cc1ccc(S(=O)(=O)N(C)CC(=O)NCC(c2ccco2)N(C)C)cc1 (configuration not stated),-14%,.,.,-12%,.,-24%
CCCC(=O)Nc1ccc(NC(=O)c2cccc(OC)c2)nc1,100%[activator],33*,119*,-13%,4%,?
O=C(c1cccc(C(=O)N2CCN(c3ccc(F)cc3)CC2)c1)N1CCN(c2ccc(F)cc2)CC1,13µM*,-3,-9,11µM*,-5%,9.3µM*
COc1ccc(NC(=O)CSc2nc3ccccc3cc2Cc2ccccc2)cc1,?,2,-5,-11%,4%,?
COc1cc(C(=O)NNC(=O)COc2ccccc2Cl)ccc1OCC(=O)N1CCOCC1,-26%,.,.,-4%,.,-7%
CCOC(=O)Cc1csc(N/N=C/c2ccc(C(F)(F)F)cc2)n1,93%[activator],22*,25,14%,-1%,152%[activator]
O=C1CC(c2cccc([N+](=O)[O-])c2)c2ccc3ccccc3c2N1 (configuration not stated),-24%,-4,-30,?,-6%,0%

# Overlap with the part before: 4 compounds; new compounds follow.
SMILES,Pf growth 48h,Cycloheximide cs,Shiga toxin inh,HCV inh,Giardia FBPA inh,Pf growth 96h
COc1ccc(NC(=O)CSc2nc3ccccc3cc2Cc2ccccc2)cc1,?,2,-5,-11%,4%,?
COc1cc(C(=O)NNC(=O)COc2ccccc2Cl)ccc1OCC(=O)N1CCOCC1,-26%,.,.,-4%,.,-7%
CCOC(=O)Cc1csc(N/N=C/c2ccc(C(F)(F)F)cc2)n1,93%[activator],22*,25,14%,-1%,152%[activator]
O=C1CC(c2cccc([N+](=O)[O-])c2)c2ccc3ccccc3c2N1 (configuration not stated),-24%,-4,-30,?,-6%,0%
COc1ccc(C(=O)NCC(=O)N2CCN(c3ccc(Cl)cc3)CC2)cc1,0%,-6,-6,6%,9%,-29%
CC1CCc2c(sc(/N=C/N(C)C)c2C#N)C1 (configuration not stated),115%[activator],37*,60*,?,1%,133%[activator]
O=C(NCc1ccc2c(c1)OCO2)NC12CC3CC(CC(C3)C1)C2,?,11,-2,-31%,0%,-14%
FC(F)(F)c1cnc(Sc2ncn[nH]2)c(Cl)c1,-19%,-6,-3,1%,-14%,24%
CCN(CC(=O)Nc1c(F)cccc1F)C(=O)CCN1C(=O)C2CC=CCC2C1=O (configuration not stated),0%,.,.,8%,.,63%[activator]
CCCCOc1ccc(CNn2c(C)nc3ccccc3c2=O)cc1,25%,-3,3,10µM*,0%,0%
O=C(c1ccccc1)N1CCN(Cc2ccc3c(c2)OCO3)CC1,30%,-2,1,0%,4%,13%

# Compound profiles, as listed above. Order of screens: Pf growth 48h, Cycloheximide cs, Shiga toxin inh, HCV inh, Giardia FBPA inh, Pf growth 96h
# Results for `O=C(NCc1ccc2c(c1)OCO2)NC12CC3CC(CC(C3)C1)C2` → ?, 11, -2, -31%, 0%, -14%
# Results for `CCCCOc1ccc(CNn2c(C)nc3ccccc3c2=O)cc1` → 25%, -3, 3, 10µM*, 0%, 0%
# Results for `COc1ccc(C(=O)NCC(=O)N2CCN(c3ccc(Cl)cc3)CC2)cc1` → 0%, -6, -6, 6%, 9%, -29%

# Source: PubChem BioAssay
